WRN inhibitor – inhibitors of human WRN helicase. Q14191. 360,000 tested, 0.46% active. WRN helicase unwinding, fluorescent forked duplex, kinetic. Potency, µM (highest dose often 114 µM), for the others: at the highest dose activity change, negative = inhibition, hits mostly inhibitors; further: potency means the concentration at half of the fitted maximal effect; on the % scale 0 is the no-effect control and ±100 the full control effect; nearly all actives have a fitted effect of over 55% in size
Target sequence (Q14191 whole entry, looked up): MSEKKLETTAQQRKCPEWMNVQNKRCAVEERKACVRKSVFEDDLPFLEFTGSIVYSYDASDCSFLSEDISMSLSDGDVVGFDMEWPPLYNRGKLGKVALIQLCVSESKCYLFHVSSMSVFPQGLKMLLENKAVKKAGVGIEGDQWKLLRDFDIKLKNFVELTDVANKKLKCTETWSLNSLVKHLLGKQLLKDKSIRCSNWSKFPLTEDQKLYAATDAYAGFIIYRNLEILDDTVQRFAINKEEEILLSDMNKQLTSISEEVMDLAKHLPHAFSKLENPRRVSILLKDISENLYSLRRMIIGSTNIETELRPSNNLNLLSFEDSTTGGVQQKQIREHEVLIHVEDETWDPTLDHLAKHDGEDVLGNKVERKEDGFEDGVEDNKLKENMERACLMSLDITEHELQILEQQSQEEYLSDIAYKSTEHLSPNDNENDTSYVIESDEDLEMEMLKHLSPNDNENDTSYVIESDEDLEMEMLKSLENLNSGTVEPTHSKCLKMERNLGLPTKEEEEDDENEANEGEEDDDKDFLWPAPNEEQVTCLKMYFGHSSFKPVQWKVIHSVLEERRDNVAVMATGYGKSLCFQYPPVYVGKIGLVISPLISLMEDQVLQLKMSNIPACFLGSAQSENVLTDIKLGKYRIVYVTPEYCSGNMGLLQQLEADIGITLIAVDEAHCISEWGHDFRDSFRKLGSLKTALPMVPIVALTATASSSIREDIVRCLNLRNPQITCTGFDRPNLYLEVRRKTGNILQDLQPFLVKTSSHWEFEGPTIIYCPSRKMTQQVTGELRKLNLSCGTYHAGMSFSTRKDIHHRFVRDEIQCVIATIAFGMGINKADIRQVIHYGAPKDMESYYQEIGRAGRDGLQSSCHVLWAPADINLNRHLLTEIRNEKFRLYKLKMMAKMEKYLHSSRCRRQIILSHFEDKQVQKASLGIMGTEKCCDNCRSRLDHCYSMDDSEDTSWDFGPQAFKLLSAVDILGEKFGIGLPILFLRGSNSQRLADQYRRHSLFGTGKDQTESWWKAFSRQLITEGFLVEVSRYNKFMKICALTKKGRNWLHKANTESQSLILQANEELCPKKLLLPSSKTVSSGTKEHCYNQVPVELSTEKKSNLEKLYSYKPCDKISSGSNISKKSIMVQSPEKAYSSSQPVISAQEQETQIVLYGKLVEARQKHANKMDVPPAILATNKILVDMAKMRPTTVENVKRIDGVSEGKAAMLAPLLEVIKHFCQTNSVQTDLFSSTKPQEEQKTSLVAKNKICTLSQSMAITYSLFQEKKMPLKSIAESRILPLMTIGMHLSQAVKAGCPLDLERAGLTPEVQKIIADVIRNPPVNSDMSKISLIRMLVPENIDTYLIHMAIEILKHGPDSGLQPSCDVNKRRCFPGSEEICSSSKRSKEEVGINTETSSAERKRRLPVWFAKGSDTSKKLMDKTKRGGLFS
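Enzyme (20 nM final) and test compound sit together 15 min at room temperature before substrate addition. Substrate is a single-forked duplex oligonucleotide (100 nM) labelled with fluorophore and quencher, with 2 mM ATP; helicase unwinding raises red fluorescence, read kinetically.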
ATXN2 expr inh – ATXN2 expression inhibition; HEK-293 ATXN2-luciferase reporter, luminescence, 24 h; Potency, µM (titrated, usually from 57 µM), without a hit: top-dose activity change, negative = inhibition, usual class: inhibitors; 360,000 tested, 0.72% active; further: potency means the concentration at half of the fitted maximal effect; on the % scale 0 is the no-effect control and ±100 the full control effect; nearly all actives have a fitted effect of over 55% in size
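ATXN2-luciferase reporter cells (luciferase flanked by upstream and downstream ATXN2 gene portions) were treated 24 h at 37 °C with compounds at up to 57 uM. SteadyGlo luminescence gave expression; GF-AFC fluorescence gave viability.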
HT1080 IDH1KD tx – kills HT-1080 cells with IDH1 knockdown. Potency, µM (top dose mostly 46.1 µM), inactives show top-dose activity, negative = toxicity, hits mostly cytotoxic. AID 686971. HT-1080 IDH1 knockdown viability, ATP luminescence, 48 h. 360,000 tested, 2% active;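 further: potency means the concentration at half of the fitted maximal effect; 0% = DMSO wells and -100% = cell-free medium wells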
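Viability of IDH1-knockdown HT-1080 fibrosarcoma cells was assessed by CellTiter-Glo after 48 h at 37 °C with titrated compound; concentration-effect curves were classified by fit quality and response size.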
MCF10A rerep – DNA re-replication induction in MCF 10a cells. 350,000 tested, 2.9% active. AID 624296. MCF 10A DNA re-replication, Hoechst nuclear intensity, 48 h. Potency, µM (doses to about 46.1 µM), inactives show at the highest dose activity, positive = re-replication, most hits filed as activators; further: potency means the concentration at half of the fitted maximal effect; % of control where 0% means no effect; nearly all actives have a fitted effect of over 50% in size
KB-3-1 cytotox – kills parental KB-3-1 adenocarcinoma cells | KB-3-1 viability, CellTiter-Glo ATP luminescence, 72 h | Potency, µM (series often up to 46.1 µM), inactives show top-dose activity change, negative = cytotoxic, usual class: cytotoxic | 400,000 tested, 1.4% active | AID 1347075; further: potency means the concentration at half of the fitted maximal effect; on the % scale 0 is the no-effect control and ±100 the full control effect; nearly all actives have a fitted effect of over 60% in size
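Cells are dispensed, compounds pinned in, plates held at 37 °C for 72 h, then CellTiter-Glo is added and luminescence read after 10 minutes. Cell line: parental KB-3-1 in phenol-red-free DMEM, 10% FBS.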
KB-V1 MDR tox – kills drug-selected multidrug resistant KB-V1 cells; Potency, µM (top dose mostly 46.1 µM), without a hit: top-dose activity change, negative = cytotoxicity, usual class: cytotoxic; 400,000 tested, 3.4% active; AID 1347076; KB-V1 MDR cells viability, CellTiter-Glo, 72 h; further: potency means the concentration at half of the fitted maximal effect; on the % scale 0 is the no-effect control and ±100 the full control effect; nearly all actives have a fitted effect of over 60% in size
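Luminescent ATP read-out (CellTiter-Glo, 10 min) measures survival of drug-selected KB-V1 MDR cells after 72 h, 37 degrees C compound exposure. Medium: phenol-red-free DMEM, 10% FBS. Values from fitted concentration-response curves.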
SW480 rerep – DNA re-replication induction in SW480 cells | AID 624297 | SW480 DNA re-replication, Hoechst DNA content imaging, 48 h | 340,000 tested, 1.8% active | Potency, µM (top dose mostly 46.1 µM), inactives show at the highest dose re-replication activation, usual class: activators; further: potency means the concentration at half of the fitted maximal effect; % of control where 0% means no effect; nearly all actives have a fitted effect of over 55% in size
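Hoechst fluorescence of nuclei (405 nm excitation, 500-530 nm emission) measured by plate-scanning imager after 48 hr compound exposure at 37 C; re-replication scored as increased number of nuclei with elevated intensity.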
IL1B secr inh – inflammasome signaling inhibition, IL-1 beta readout; activity change, % at 57.5 µM; 360,000 tested, 4.7% active; AID 743279; THP-1 LPS/ATP IL-1B secretion, AlphaLISA, 16 h; stronger effect = lower value; in the data active means activity change below about -50%; inconclusive means mostly about -30% to -49%; further: on the % scale 0 is the no-effect control and ±100 the full control effect
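THP-1 cells pretreated 1 hr with compounds (up to 57.5 uM final), then stimulated with LPS (250 ng/mL final) plus ATP (1.25 mM final); secreted IL-1B measured by AlphaLISA after 16 hr, decreased signal indicating inhibition.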
HT1080-NT tox – kills 2HG-producing HT-1080-NT fibrosarcoma cells. HT-1080-NT fibrosarcoma viability, CellTiter-Glo ATP luminescence, 48 h. Potency, µM (doses to about 46.1 µM), for the others: top-dose activity, negative = less viability, hits mostly cytotoxic. 360,000 tested, 1.6% active;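 further: NT is the 2HG producing partner of a matched IDH1 knockdown line; potency means the concentration at half of the fitted maximal effect; 0% = DMSO-treated cells and -100% = media-only wells without cells; nearly all actives have a fitted effect of over 55% in size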
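Read-out is CellTiter-Glo luminescence after 10 minutes at room temperature, following 48 hours' compound treatment of HT-1080-NT cells (750 cells/well, RPMI, 5% FBS, 37 degrees C).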
The depositor's hits bear a star; ? = inconclusive; . = no result given; & = joins results of further samples; [ ] = remark or other dose. Unless noted, the call rests on the fitted dose curve; in most records, active means well fitted curve in the direction sought with a large enough effect; inconclusive means small, poorly fitted or top-dose-only effect, or another doubt; inactive means no such curve, though single readings can be large; an effect the other way counts as inactive or inconclusive.

SMILES	WRN inhibitor	ATXN2 expr inh	HT1080 IDH1KD tx	MCF10A rerep	KB-3-1 cytotox	KB-V1 MDR tox	SW480 rerep	IL1B secr inh	HT1080-NT tox
COc1ccc(/C=C/C(=O)c2ccc(OC)cc2OC)cc1	-3%	-10%&-23%	-29%	24µM*	?	?	21µM*	-105*	-26%
Cc1nnc(SCC(=O)Nc2ccc(C(N)=O)cc2)n1-c1ccccc1	4%	-4%	20%	-2%	-4%	1%	-9%	-19	?
COCOc1ccc(/C=C/C(=O)c2c(O)cc(OCOC)cc2OCOC)cc1	-9%	-9%	-12%	?	0%	23%	3%	?	-10%
CC(=O)Nc1cccc(-c2ccnc3c2CC(C(=O)NCc2ccc(N4CCN(C)CC4)cc2)O3)c1 (centres undefined)	5%	-1%	2%	.	0%	3%	.	6	-5%
c1ccc2c(-c3cncc4ccccc34)cncc2c1	5%	22%	?	?	-14%	?	?	-2	?
CCn1cc(Br)c(C(=O)Nc2ccc(Cl)c(Cl)c2)n1	-3%	29%	-10%	-3%	-10%	-11%	-1%	-12	-20%
Cc1cc(C)cc(N(CC(=O)NCC2CCCO2)C(=O)CN2C(=O)COc3ccccc32)c1 (centres undefined)	32%	-8%	3%	-1%	16%	13µM*	0%	0	-2%
Cn1c(SCC(=O)NCCN2C(=O)CSC2=O)nc2ccccc2c1=O	-2%	-26%	-5%	0%	-8%	-6%	-2%	-22	-15%
Cc1ccc(NC(=S)NCC2CCN(C(C)c3ccccc3)C2)cc1 (centres undefined)	-7%	-21%	-3%	5%	7%	-19%	0%	?	-28%
COc1ccc(OC)c(NC(=O)COC(=O)CCNc2ccccc2OC)c1	30%	5%	5%	13%	2%	5%	0%	1	10%
Cc1ccc(C)c(C2C(=O)c3ccccc3C2=O)c1	-1%	-12%	1%	-6%	-14%	-13%	-14%	-5	-7%
O=C(COc1cccc(-n2cnnn2)c1)N1CCOCC1	8%	0%	0%	-2%	5%	25%	-4%	-4	3%
COCCNC(=O)CCc1nnc(C2(c3ccc(Cl)cc3)CCC2)o1	-2%	.	-2%	-1%	2%	18%	-6%	14	11%
Cc1cccc(N(C)S(=O)(=O)c2ccc3c(c2)C(C)(C)C(=O)N3C)c1	-22%	6%	-9%	0%	3%	0%	7%	-16	-22%
Cc1ccc(S(=O)(=O)Nc2ccc(Nc3nccn4c(-c5ccccc5Oc5ccccc5)cnc34)cc2)cc1	0%	11%	17%	.	0%	2%	.	-8	27%
O=C(NC1CCCN(Cc2ccc(Cl)cc2)C1)c1c(F)cccc1F (centres undefined)	7%	-10%	0%	-14%	-10%	-12%	3%	17	-4%
Cc1noc(C)c1CSc1ccccc1C(=O)N(C)CC(=O)Nc1cccc(F)c1	2%	6%	-3%	-43%[inhibitor]	8%	3%	-92%[inhibitor]	-1	-5%
CCCNC(=S)N1CCC(Cc2ccccc2)CC1	0%	?	-4%	11%	-17%	0%	1%	?	-2%
O=C(Nc1ccc2c(c1)CCC2)C1CCCO1 (centres undefined)	-1%	52%[activator]	8%	-24%	-6%	18%	-7%	8	8%
C[C@H](CO)N1C[C@H](C)[C@@H](CN(C)C(=O)Nc2ccc(C(F)(F)F)cc2)Oc2ccc(NC(=O)c3ccncc3)cc2C1=O	7%	9%	8%	-21%	0%	0%	-2%	-11	23%
CC1CCCCN1S(=O)(=O)c1cccc2nonc12 (centres undefined)	3%	1%	6%	1%	8%	4%	-18%	22	14%
CC(C)OCCCNC(=O)c1cc(-c2cccs2)nc2ccccc12	1%	-15%	-1%	?	-3%	-26%	-4%	25	-5%
CCOC(=O)c1cnc2ccc(OCC)cc2c1N(C)Cc1ccccc1	-9%	-29%	?	?	-24%	?	9%	-71*	?
CCOC(=O)N1CCN(C(=O)c2ccc(Cl)nc2)CC1	0%	2%	12%	-5%	0%	-9%	-4%	-7	13%
Cc1cccc(N(C)C(=O)c2cc(S(=O)(=O)N3CCCCC3)c[nH]2)c1	0%	1%	-1%	-3%	-8%	8%	-12%	-5	2%

Of the compounds above, 3 contain an aryl thioether with sulfur outside any ring:
SMILES	WRN inhibitor	ATXN2 expr inh	HT1080 IDH1KD tx	MCF10A rerep	KB-3-1 cytotox	KB-V1 MDR tox	SW480 rerep	IL1B secr inh	HT1080-NT tox
Cc1nnc(SCC(=O)Nc2ccc(C(N)=O)cc2)n1-c1ccccc1	4%	-4%	20%	-2%	-4%	1%	-9%	-19	?
Cn1c(SCC(=O)NCCN2C(=O)CSC2=O)nc2ccccc2c1=O	-2%	-26%	-5%	0%	-8%	-6%	-2%	-22	-15%
Cc1noc(C)c1CSc1ccccc1C(=O)N(C)CC(=O)Nc1cccc(F)c1	2%	6%	-3%	-43%[inhibitor]	8%	3%	-92%[inhibitor]	-1	-5%

(next part)
SMILES	WRN inhibitor	ATXN2 expr inh	HT1080 IDH1KD tx	MCF10A rerep	KB-3-1 cytotox	KB-V1 MDR tox	SW480 rerep	IL1B secr inh	HT1080-NT tox
CC1CCN(CCC(=O)NN)CC1	1%	4%	9%	9%	-4%	4%	37%	0	0%
CCCCN(CC(=O)NC(C)(C)C)C(=O)C(=O)Nc1ccc2c(c1)OCCO2	0%	-8%	4%	-4%	1%	?	-1%	21	3%
COc1ccc(/C=N/NC(=O)c2nn(-c3ccc(Cl)cc3)c(=O)c3c(N)scc23)cc1	-6%	6%	-21%	21%	17%	-2%	2%	-1	-15%
COc1cc(S(=O)(=O)N2CCN(c3ccccc3)CC2)ccc1Cl	-6%	-13%	12%	7%	-18%	23µM*	6%	0	2%
O=C(O)/C=C/c1cccnc1	3%	-2%	8%	-2%	-6%	6%	-11%	-10	11%
NC(=O)/C=C\c1cn(-c2ccccc2)nc1-c1ccc2c(c1)OCCO2	-17%[57.1 µM]	-11%	-1%	?	14%	15µM*	0%	-60*	-2%
Cc1cc(C)n(-c2ccc(C(=O)OCC(=O)Nc3ccccc3F)cc2)n1	5%	.	-1%	-1%	2%	-4%	-13%	-9	-5%
Cc1ccc(CN2CC(C(=O)Nc3nc(C)cs3)CC2=O)cc1 (centres undefined)	-1%	.	0%	.	-18%	-1%	.	7	0%
O=C(COc1cccnc1[N+](=O)[O-])N1N=C(c2ccc(Cl)cc2)CC1c1ccco1 (centres undefined)	-9%	-8%	?	-2%	1%	8%	4%	-25	?
COc1ccc(C2C(C)C3(O)CC(C#N)(C(=O)N3)C2(C#N)C#N)cc1 (centres undefined)	14%	14%	-6%	5%	-6%	5%	?	7	18%
O=C(CN1CCN(Cc2ccccc2)CC1)NNC(=O)c1ccc(Cl)cc1	4%	-2%	7%	10%	-9%	-19%	-6%	22	0%
CCCCn1c(N)c(N(CCOC)C(=O)COC(=O)CSc2cc(C)c3ccccc3n2)c(=O)[nH]c1=O	-3%	2%	13%	-19%	11%	13%	-63%[inhibitor]	-2	13%
Cc1ccc2nc(COC(=O)c3cnccn3)cc(=O)n2c1	7%	-12%	-3%	0%	-11%	-26%	0%	0	-1%
CCCCn1nnc(NC(=O)CCC)n1	17%	-3%	13%	3%	3%	13%	2%	8	10%
Cc1cc(=O)n(C)c(=O)n1CC(=O)N1CCCCCC1	3%	-3%	10%	-4%	-1%	3%	0%[9.22 µM]	9	17%
O=C(COc1ccccc1Cl)NCc1ccncc1	2%	4%	1%	-2%	-1%	28%	-5%	2	7%
Cc1cc(=O)[nH]c(SCCOc2cccc(C(F)(F)F)c2)n1	-8%	4%	4%	?	-4%	?	18%	35	3%
Cc1ccc(NS(=O)(=O)c2ccc(-n3cccn3)cc2)cc1F	-7%	-24%	-26%	7%	-24%	?	-2%	-3	-6%
C=CCn1c(SCc2csc(-c3ccc(C)cc3)n2)nnc1-c1ccccc1OC	-12%	-33%	?	?	0%	13µM*	.	?	-20%
COc1ccc(C(=O)NC2CC2)cc1OC1CCN(Cc2ccc(F)c(F)c2)CC1	-6%	-14%	5%	4%	5%	5%	12%	0	-7%
O=C(CCN1C(=O)/C(=C/c2ccccc2Cl)SC1=S)N1CCCC1	2%	68%[activator]	?	?	?	?	15µM*	-64*	?
Cc1ccc(N2CCN(C(=O)NC3CCCCC3)CC2)c(C)c1	8%	2%	16%	21%	3%	?	5%	-11	20%
COc1ccccc1N1C(=O)c2ccc(C(=O)Nc3ccccc3O)cc2C1=O	-4%	-4%	1%	-8%	0%	3%	-13%	31	5%
Cc1cnn(-c2cc(Oc3ccccc3)ncn2)c1	-1%	64%[activator]	-22%	-4%	-2%	-5%	-3%	2	-1%
O=[N+]([O-])c1ccccc1SNc1ccc(Br)cn1	-12%	-7%	0%	-2%	2%	8%	4%	13	-8%
O=C(OCC(=O)N1CCc2ccccc21)c1ccc(Br)o1	0%	.	7%	6%	2%	-3%	-13%	-5	-3%
Cc1ccc(NC(=O)CN2CCN(CCN=CC3=C(O)CC(C)(C)CC3=O)CC2)cc1	-7%	-3%	12%	-1%	9%	?	-3%	0	14%
CC(=O)Nc1cccc(NC(=O)CSc2nnc(Cc3cccn3C)n2-c2ccc(F)cc2)c1	0%	3%	-1%	8%	2%	24%	-11%	-1	0%
CCC(C)(C)NC(=O)C(c1ccc(OC)cc1)N(CCOC)C(=O)CCC(=O)Nc1nccs1 (centres undefined)	-2%	.	16%	7%	19%	?	-7%	0	-5%
COc1ccc(N2CCN(C(=O)COC(=O)[C@@H](NC(=O)c3ccccc3Cl)C(C)C)CC2)cc1	0%	3%	1%	?	8%	2%	-131%[inhibitor]	29	0%

High-throughput results: PubChem BioAssay, National Center for Advancing Translational Sciences (NCATS)
